ST2 inh = IL1RL1 inhibition | Q01638 | AlphaLISA ST2-Fc/biotin-IL-33 interaction, 1 h | inhibition, % for hits at 17 µM | 78,000 tested, 2.3% active; in the data active = inhibition above about 30%; inconclusive = mostly about 10% to 28%
Target sequence (Q01638 whole entry, looked up): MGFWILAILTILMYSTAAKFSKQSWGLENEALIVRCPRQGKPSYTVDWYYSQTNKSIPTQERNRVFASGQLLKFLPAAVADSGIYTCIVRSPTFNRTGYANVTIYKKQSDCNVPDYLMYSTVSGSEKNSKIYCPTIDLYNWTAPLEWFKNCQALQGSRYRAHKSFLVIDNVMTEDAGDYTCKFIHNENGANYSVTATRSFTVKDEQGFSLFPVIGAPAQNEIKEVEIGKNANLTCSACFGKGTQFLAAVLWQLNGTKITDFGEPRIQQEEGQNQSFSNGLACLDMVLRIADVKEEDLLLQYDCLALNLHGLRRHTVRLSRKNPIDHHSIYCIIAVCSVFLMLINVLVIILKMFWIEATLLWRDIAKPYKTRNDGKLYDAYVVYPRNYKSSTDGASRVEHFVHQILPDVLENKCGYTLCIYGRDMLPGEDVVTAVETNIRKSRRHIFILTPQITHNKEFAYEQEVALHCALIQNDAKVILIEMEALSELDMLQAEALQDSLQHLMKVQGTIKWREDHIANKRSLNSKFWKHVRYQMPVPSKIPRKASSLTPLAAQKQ
Starred values were filed as active, the others as inactive; i = inactive; ? = inconclusive. These rows are one share of the data, so the mix of outcomes need not match the whole.

SMILES	ST2 inh
O=C(C1CC1)N1CCc2cc(S(=O)(=O)Nc3ccc(F)c(F)c3)ccc21	i
O=C(CC1Sc2ccccc2NC1=O)Nc1ccc(SC(F)(F)F)cc1 (stereo not given)	i
CN(C)CCN(C)[C@@H]1[C@H](O)[C@H](CO)O[C@@H]1CN	i
CC(=O)N(CN1C(=O)C2C3C=CC(C3)C2C1=O)c1ccccc1C (stereo not given)	i
O=C(Nc1ccc(Br)cc1)c1ccc(Cl)cc1Cl	i
COc1cc2c(c(O)c1CO)C(=O)CCC2O (stereo not given)	i
Cc1n[nH]c(C)c1S(=O)(=O)NCc1ccc(F)cc1	i
CCOC(=O)N1CCC(NCCc2nnc(N)s2)CC1	i
CCC(=O)Nc1ccc(C(=O)Nc2cc(OC)c(OC)cc2C(=O)O)cc1	i
Nc1ccccc1C(=O)N1CCCCCC1	i
Cc1nnc([C@H]2CCN(Cc3ccc(C#N)cc3)C2)o1	?
CCOC(=O)CSC1=C(C#N)C(c2ccccc2)CC(=O)N1 (stereo not given)	i
Cc1ccc(-n2ncc3c(N4CCC(C)CC4)ncnc32)c(C)c1	?
Cc1ccc2[nH]c(CN(Cc3ccccn3)CC3CCCO3)nc2c1C (stereo not given)	i
CCc1ccccc1NC(=O)CN1C(=O)CC(c2ccccc2)=Nc2ccccc21	i
Cc1ccc(NC(=O)CC(=O)N2CC[C@@H](O)C2)c(C)c1	?
COCCC(=O)N[C@H]1CC[C@]2(C)CC[C@@H]([C@H](C)C(=O)NC3CCCCC3)[C@H](O)[C@H]2[C@@H]1C	i
CC1=C(C(=O)OCc2ccccc2)C(c2cccc(Cl)c2)C(C#N)=C(N)O1 (stereo not given)	i
CCOC(=O)CN1C(=O)CSc2ccc(S(=O)(=O)N3CCOCC3)cc21	i
Cc1nc(-c2cccnc2)ncc1C(=O)N(Cc1ccsc1)CC(C)C	?
COc1ccc(C2=NN(C(C)=O)C(c3cc4ccccc4nc3Cl)C2)cc1OC (stereo not given)	i
CCCc1c(-c2ccccc2)ncn1CCc1ccncc1	?
CN(Cc1ncc[nH]1)C(=O)c1coc(CN2CCN(c3ccccc3F)CC2)n1	i
CCOC(=O)CC1(NC(=O)[C@@H]2C[C@@H](N)CN2)CCCCC1	i
CCN(Cc1nccn1C)C(=O)c1ccc(NC(C)c2cnn(C)c2)nc1 (stereo not given)	i
COc1ccc(-n2cnnc2CCN)cc1	?
CN(C(=O)CC1C(=O)NCCN1CC(c1ccccc1)c1ccccc1)C1CCOCC1 (stereo not given)	?
COc1ccc(CCN2CC(N)CC2=O)cc1 (stereo not given)	i
COc1ccc(OC)c(NC(=O)CN(c2cccc(Cl)c2Cl)S(C)(=O)=O)c1	i
O=C(NCc1ccco1)C1CCCN(C2CCN(C3Cc4ccccc4C3)CC2)C1 (stereo not given)	i
CSc1nc2c(oc3ccc(Cl)cc32)c(=O)n1CC1CCCO1 (stereo not given)	i
CN1C(=O)C(c2nnc(Nc3ccccc3)s2)C2CC1(C)Oc1ccccc12 (stereo not given)	i
CC(=O)NC(N)=Nc1nc(C)c2cc(C)ccc2n1	i
O=C(NCc1cccc(Cl)c1)c1cccn2c(=O)c3sccc3nc12	i
CC(C)N(C)C1CCN(S(=O)(=O)c2ccc(C(C)(C)C)cc2)CC1	i
CC(c1ccon1)N(C)C(=O)c1cc(NC(=O)c2ccccc2)cc2ncn(C3CCCC3)c12 (stereo not given)	i
CC1=CC[C@@H]2CN(Cc3ccc(CN(C)S(C)(=O)=O)o3)C[C@@H]2C1	?
COc1cc(NC(=O)CSc2nnc(-c3ccco3)c(-c3ccco3)n2)cc(OC)c1	31%*
CN(CC1CCCO1)C(=O)c1coc(COc2ccc3c(c2)OCO3)n1 (stereo not given)	i
Nc1ccc(C(=O)N2CC[C@@H](c3ccc4c(c3)OCO4)[C@H](O)C2)cn1	i
C=CCNc1nc(-c2ccc([N+](=O)[O-])cc2)nc2ccccc12	i
COCCn1cc(C(=O)N2CCN(c3ccccn3)CC2)c2c3ccccc3n(C)c2c1=O	i
COc1ccc(NC(=O)N[C@H]2[C@H](O)[C@@H](N3CCN(c4ccccc4)CC3)[C@@H]3OC[C@H]2O3)cc1	i
COc1cc2c(cc1OC)CN(Cc1ccc(Br)s1)CC2	?
O=C(Nc1ccc(-c2ccc([N+](=O)[O-])cc2)cc1)c1ccc(F)cc1	i

Ordered by molar mass (falling): some entries from above.
SMILES	ST2 inh
COc1ccc(NC(=O)N[C@H]2[C@H](O)[C@@H](N3CCN(c4ccccc4)CC3)[C@@H]3OC[C@H]2O3)cc1	i
COCCn1cc(C(=O)N2CCN(c3ccccn3)CC2)c2c3ccccc3n(C)c2c1=O	i
COc1cc(NC(=O)CSc2nnc(-c3ccco3)c(-c3ccco3)n2)cc(OC)c1	31%*
CN(C(=O)CC1C(=O)NCCN1CC(c1ccccc1)c1ccccc1)C1CCOCC1 (stereo not given)	?
COc1ccc(OC)c(NC(=O)CN(c2cccc(Cl)c2Cl)S(C)(=O)=O)c1	i
O=C(NCc1ccco1)C1CCCN(C2CCN(C3Cc4ccccc4C3)CC2)C1 (stereo not given)	i
CN1C(=O)C(c2nnc(Nc3ccccc3)s2)C2CC1(C)Oc1ccccc12 (stereo not given)	i
O=C(NCc1cccc(Cl)c1)c1cccn2c(=O)c3sccc3nc12	i
COc1cc2c(cc1OC)CN(Cc1ccc(Br)s1)CC2	?
CC(C)N(C)C1CCN(S(=O)(=O)c2ccc(C(C)(C)C)cc2)CC1	i
CSc1nc2c(oc3ccc(Cl)cc32)c(=O)n1CC1CCCO1 (stereo not given)	i
Nc1ccc(C(=O)N2CC[C@@H](c3ccc4c(c3)OCO4)[C@H](O)C2)cn1	i
CC1=CC[C@@H]2CN(Cc3ccc(CN(C)S(C)(=O)=O)o3)C[C@@H]2C1	?
O=C(Nc1ccc(-c2ccc([N+](=O)[O-])cc2)cc1)c1ccc(F)cc1	i
C=CCNc1nc(-c2ccc([N+](=O)[O-])cc2)nc2ccccc12	i
CC(=O)NC(N)=Nc1nc(C)c2cc(C)ccc2n1	i

(more compounds)
SMILES	ST2 inh
Cc1ccccc1Cn1nc(C)c(NC(=O)c2cc(C3CC3)on2)c1C	i
Cc1ccc(NCN2C(=O)S/C(=C/c3ccccc3)C2=O)cc1Cl	i
NS(=O)(=O)c1ccc(NC(=O)c2ccc(F)cc2)cc1	i
COc1ccc(Nc2nnc(C)c(=O)[nH]2)c(OC)c1	i
CCSCCNc1nc(-c2cccnc2)nc2c1cnn2C	i
NS(=O)(=O)c1ccc(S(=O)(=O)NCC2CCCO2)cc1 (stereo not given)	i
CC(C)N1CC[C@@H]2[C@H]1C(=O)NC[C@H](CCC(=O)N1CCN(c3ccccc3)CC1)N2C	i
N#C/C(=C/c1cccn1-c1ccc(S(N)(=O)=O)cc1)C(N)=O	i
COc1cccc(CC2(CO)CCCN(CCCC3CCCC3)C2)c1 (stereo not given)	i
COCc1nc(CNC2CCCC(C)(C)C2)no1 (stereo not given)	i
CCc1cc(CN(C)Cc2nc(-c3sccc3C)oc2C)on1	i
CCn1c(CC2CCN(C(=O)c3ccc(CN(C)C)o3)CC2)nn(C)c1=O	i
O=C(Nc1ccc(F)cc1)Nc1cccc(Br)c1	?
CCN1CCN(c2cc(C)c3cc(NC(=O)CCC(=O)NCC4CCCO4)ccc3n2)CC1 (stereo not given)	i
O=C1NCCCCC1NC1CC(=O)N(c2ccccc2)C1=O (stereo not given)	i

Reformatted: entries from further up.
SMILES,ST2 inh
N#C/C(=C/c1cccn1-c1ccc(S(N)(=O)=O)cc1)C(N)=O,i
COc1cccc(CC2(CO)CCCN(CCCC3CCCC3)C2)c1 (stereo not given),i

Next compounds.
SMILES	ST2 inh
Cc1cc(C)n(CC(C)NCc2n[nH]c3c2CCC3)n1 (stereo not given)	?
COc1cccc(NS(=O)(=O)c2ccc3[nH]cc(C(=O)NCc4cccnc4)c(=O)c3c2)c1	i
CC(=O)Nc1cc(C(=O)NC2CC2)ccc1S(=O)(=O)c1ccc(C)cc1	i
CC(C)C[C@H](NC(=O)[C@@H](O)[C@H](N)Cc1ccccc1)C(=O)O	i
O=C(NC1CC1)c1cc2n(n1)CCN(C(=O)CCn1nnc3ccccc31)C2	i
COc1ccc([N+](=O)[O-])cc1NC(=O)Cc1ccc(Br)cc1	i
CN1CCc2c(sc3c2C(=O)NC(c2ccc(-c4ccccc4Cl)o2)N3)C1 (stereo not given)	i
CCOC(=O)c1cnc2c(Cl)cccc2c1NCCN1CCOCC1	i
CN1C[C@@H](NC(=O)N2CCOCC2)C[C@H]1C(=O)NCC1(O)CCCCC1	i
CC(CCc1ccccc1)Nc1nc(Cl)nc(NCCN2CCOCC2)n1 (stereo not given)	?
O=C(NCCNc1ccc(Cl)cc1[N+](=O)[O-])c1cc2ccccc2o1	i
Cc1cc(=O)n(C)c(=O)n1CCCCO	i
Cc1c(CCC#N)c(NCCCN(C)C)n2c(nc3ccccc32)c1C#N	?
N#CC1=C(N)SC(N)=C(C#N)C1c1ccc(Cl)c(Cl)c1	i
OCCN1CCN(C/C=C/c2ccccc2)CC1	i
Cc1ccncc1C(=O)Nc1ccccc1OCCOc1ccccc1	i
CCc1ccc(NS(=O)(=O)c2ccc(OC)cc2)cc1	i
O=C(Nc1cccc(F)c1)c1cccc(F)c1F	i
COc1ccccc1C(=O)N/C(=C/c1ccc2c(c1)OCO2)C(=O)Nc1cccc(C(=O)O)c1	39%*
CC(=O)N[C@@H]1C[C@H](CC(C)C)O[C@H](c2ccc(Oc3ncccn3)cc2)C1	?
CCCC(=O)Oc1ccc(C2C(C(=O)OCC)=C(N)OC3=C2C(=O)CC(C)(C)C3)cc1 (stereo not given)	i
CC(=O)Nc1ccc(-c2nccn2CCc2c[nH]c3ccccc23)cc1	?
Cc1nn(-c2ccc(Br)cc2)c(=O)c2ccccc12	i
C=CCn1nc(C(=O)N2CCCCCC2)c2c1CCC(NC1Cc3ccccc3C1)C2 (stereo not given)	i
COCCCn1c(=N)c(C(=O)NC2CCCC2)cc2c(=O)n3ccccc3nc21	i
O=C(c1ccc(Br)o1)N(C1CCCCC1)C1CCCCC1	?
COC(=O)C1=C(C)NC2=C(C(=O)CC(C)(C)C2)C1c1ccccc1 (stereo not given)	i
O=C(CCS(=O)(=O)c1cccs1)NC1CCCc2ccccc21 (stereo not given)	i
Cc1cc(NC(=O)c2cc(-c3ccccc3O)on2)no1	i
Cc1ccc(C)c(S(=O)(=O)Nc2ccc3oc4c(c3c2)CCCC4)c1	?
CN(Cc1ccccc1)c1nc2c(c(=O)n(C)c(=O)n2C)n1CCSc1nc2ccccc2o1	i
O=C(C1CC1)N1CCc2cc(Br)cc(S(=O)(=O)NCCN3CCCC3)c21	i
Cc1cc(C(=O)N2CCCC(C(=O)c3ccc(Oc4ccccc4)cc3)C2)nn1C (stereo not given)	i
O=C([C@@H]1C[C@@H](O)CN1)N1CCC(Cc2nncn2-c2ccccc2)CC1	i
CCOc1ccc(N2CC(NC(=O)c3ccc(S(=O)(=O)N4CCCC4)cc3)CC2=O)cc1 (stereo not given)	i
COc1ccccc1CC(=O)Nc1ccccc1C(C)(C)C	?
CC1CC(C)CN(c2nc3c(c(=O)[nH]c(=O)n3C)n2CCSc2nc3ccccc3o2)C1 (stereo not given)	i
O=[N+]([O-])c1ccc(N2CCN(Cc3ccsc3)CC2)cc1	i
Cc1cccc(N2CCN(Cc3nc4ccccc4n3C)CC2)c1	i
CC(C)(C)NC(=O)[C@H]1CC[C@H]2[C@@H]3CC[C@H]4NC(=O)C=C[C@]4(C)[C@H]3CC[C@]12C	?
O=C1c2ccccc2S(=O)(=O)N1C(=O)c1cccc2ccccc12	i
CCCCOc1ccc(C(=O)Nc2c3c(nn2-c2ccccc2C)CS(=O)C3)cc1 (stereo not given)	i
CCc1ccc(NC(=O)C2c3cc(OC)c(OC)cc3C(=O)N(C)C2c2cccs2)cc1 (stereo not given)	i
O=C(c1cc(-c2ccncc2)nc2ccccc12)N1CCCC1	i
Cc1c(Cl)cccc1Nc1nc(N)nc(CSc2ncccn2)n1	?
Cc1cc(C)nc(N=C(N)Nc2ccccc2F)n1	i
NC(=O)c1ccc(C(N)=O)c(-c2ccccc2)c1	i
O=C(CN1C(=O)C2CCCCN2c2ccc(S(=O)(=O)N3CCCCC3)cc21)NCc1ccccc1 (stereo not given)	?
NC(=O)c1c(NC(=O)c2noc3c2CCCCC3)sc2c1CCCC2	i
Cc1nonc1CN(C)Cc1cn(Cc2ccccc2)nc1-c1ccc2c(c1)OCO2	i
C=CCOc1ccc(C(O)=C2C(=O)C(=O)N(c3ccccn3)C2c2ccccc2F)cc1 (stereo not given)	i
COc1ccccc1NS(=O)(=O)c1ccc(C)c([N+](=O)[O-])c1	i
O=C(Cn1nnc(-c2ccccc2F)n1)NCCc1ccccc1	i
CC(C)c1ccc(NC(=O)CCS(=O)(=O)c2ccc(Br)s2)cc1	i
CCc1ccc(CN(C)Cc2cn[nH]c2-c2cc(OC)c(OC)c(OC)c2)nc1	i
CCOc1ccc(-c2cn(-c3cccc(CC)c3)c(=O)[nH]2)cc1Cl	?
COc1cccc(OCC(O)CN2CCN(c3ccc(F)cc3)CC2)c1 (stereo not given)	i
Cn1ccc2ccc(CN3CCN(c4ncnc5ccccc45)CC3)cc21	i
Cc1cccnc1CN1CCN(Cc2nn(C)c3cccc(Cl)c23)CC1	i
CCOc1cc(C(=O)Nc2cccc(NC(=O)c3ccccc3)c2)cc(OCC)c1OCC	i

Remaining list, next part
SMILES	ST2 inh
Cc1ccc(C(=O)Nc2cccc([N+](=O)[O-])c2C)cc1C	i
CCCCC(=O)Nc1nnc(N=Cc2ccc([N+](=O)[O-])s2)s1	i
CCOc1ccc(-c2nc(SCC(=O)NCC3CCCO3)n3[nH]c(=O)cc3n2)cc1 (stereo not given)	i
Cc1cc(Br)ccc1OCC(=O)NC(C)(C)C	i
Cn1c(=O)n(C)c2cc([N+](=O)[O-])c(N3CCOCC3)cc21	i
COc1cccc2cc(C(=O)Nc3ccc(Br)cc3)c(=O)oc12	i
COc1cccc(CN2CC(C(=O)N(C)Cc3nc4ccc(F)cc4[nH]3)CCC2=O)c1 (stereo not given)	i
CCOC(=O)C1(Cc2ccccc2F)CCCN(C(=O)C(=O)c2ccco2)C1 (stereo not given)	i
CC(Sc1nc2ccccc2[nH]1)c1ccccc1 (stereo not given)	i
COC(=O)[C@@H]1C[C@H](C(=O)NCc2cccnc2)[C@H](c2cccc(F)c2F)N1C	?
CCn1c(C2CCCN(Cc3coc(-c4ccccc4)n3)C2)nn(C)c1=O (stereo not given)	?

High-throughput results deposited in PubChem by IUPUI and University of Michigan.
